Compound activity from PubChem BioAssay.
Sm TGR block – qHTS Assay for the Inhibitors of Schistosoma Mansoni Peroxiredoxins; Schistosoma mansoni thioredoxin glutathione reductase (TGR), Q962Y6; purified TGR, DTNB reduction, TNB absorbance 405 nm; Potency, µM (series often up to 114 µM), without a hit: at the top dose activity change, negative = inhibition, hits mostly inhibitors; 360,000 compounds, 3% hits; further: potency means the concentration at half of the fitted maximal effect; nearly all actives have a fitted effect of over 60% in size
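First, TGR (20 nM dispensed) and NADPH were mixed with compound. Second, a 15 min room-temperature incubation followed. Third, further NADPH and then DTNB were added to start the reaction. Finally, TNB absorbance was monitored kinetically.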
HCMV antiviral – qHTS Assay for inhibitors of the human cytomegalovirus (HCMV); HFF cells, HCMV-luciferase reporter, 72 h; hits give low values; 410,000 compounds, 4.5% hits; activity change, negative = inhibition, % at 57.5 µM; in the data active means activity change below about -60%; inconclusive means no clear call, values can overlap the other calls; inactive means above about -39%
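Compounds were evaluated in HFFs infected with an HCMV luciferase reporter virus (MOI 1 PFU/cell). Luciferase in lysates collected 72 h post infection served as the replication measure.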
AMA1 RON2 block – qHTS for Inhibitors of AMA1-RON; Towards Development of Antimalarial Drug Lead: Primary Screen. AlphaScreen AMA1-biotinylated RON2 peptide binding. Potency, µM (series often up to 58.2 µM), for inactives: top-dose activity change, negative = inhibition, most hits filed as inhibitors. 360,000 compounds, 0.2% hits;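 further: potency means the concentration at half of the fitted maximal effect; 0% = vehicle wells and -100% = peptide control; nearly all actives have a fitted effect of over 45% in size; some results filed as inactive show a strong effect at the top dose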
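AMA1 (3D7) with his tag at 25 nM final met compounds first, then biotinylated RON2 peptide at 25 nM; detection used donor plus acceptor beads, 10 µg/mL apiece, read by AlphaScreen after 30 min at room temperature.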
AmpC inh detg – qHTS Inhibitors of AmpC Beta-Lactamase (assay with detergent). P00811. AmpC hydrolysis of nitrocefin, absorbance 480 nm, 0.01% Triton. Potency, µM (titrated, usually from 114 µM), without a hit: top-dose activity change, negative = inhibition, hits mostly inhibitors. 370,000 compounds, 0.041% hits;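 further: potency means the concentration at half of the fitted maximal effect; 0% = no-compound wells and -100% = no-enzyme wells; nearly all actives have a fitted effect of over 25% in size; some results filed as inactive show a strong effect at the top dose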
Target sequence (P00811 whole entry, looked up): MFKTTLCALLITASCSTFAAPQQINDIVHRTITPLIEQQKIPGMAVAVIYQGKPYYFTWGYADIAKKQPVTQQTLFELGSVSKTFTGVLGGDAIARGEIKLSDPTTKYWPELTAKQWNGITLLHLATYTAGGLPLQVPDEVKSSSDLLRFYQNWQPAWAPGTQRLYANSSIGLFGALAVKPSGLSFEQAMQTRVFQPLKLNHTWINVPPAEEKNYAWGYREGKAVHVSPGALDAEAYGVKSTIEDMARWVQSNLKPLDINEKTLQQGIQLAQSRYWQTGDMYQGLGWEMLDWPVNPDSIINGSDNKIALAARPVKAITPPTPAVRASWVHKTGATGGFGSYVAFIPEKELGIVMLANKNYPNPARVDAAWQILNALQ
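20 mM phosphate pH 7.0 + 0.01% (detergent screen) or 0.0001% Triton X-100; 5.3 nM AmpC reagent; cpd preinc 15 min RT; nitrocefin (800 uM stock) to start; A480 q20 s × 4 min; Activity was normalised to no-enzyme and no-compound control wells.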
FBPA Giardia inh – qHTS Assay for Inhibitors of Fructose-1,6-bisphosphate Aldolase from Giardia Lamblia; A8B2U2; purified Giardia FBPA; Potency, µM (highest dose often 59.6 µM), for the others: top-dose activity, negative = inhibition, usual class: inhibitors; 290,000 compounds, 0.71% hits; further: potency means the concentration at half of the fitted maximal effect; nearly all actives have a fitted effect of over 55% in size
Target sequence (A8B2U2 whole entry, looked up): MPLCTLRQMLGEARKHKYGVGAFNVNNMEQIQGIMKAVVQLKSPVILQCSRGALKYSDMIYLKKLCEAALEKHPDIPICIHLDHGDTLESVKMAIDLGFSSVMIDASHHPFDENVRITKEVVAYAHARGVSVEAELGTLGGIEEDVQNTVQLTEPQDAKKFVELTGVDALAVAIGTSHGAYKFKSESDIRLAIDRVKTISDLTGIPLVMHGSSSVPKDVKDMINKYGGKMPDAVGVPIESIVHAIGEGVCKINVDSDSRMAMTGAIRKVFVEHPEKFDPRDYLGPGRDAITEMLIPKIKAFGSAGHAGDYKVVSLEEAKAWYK
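40 nM FBPA preincubated 10 min at RT with compound (up to 57.5 uM final), then substrate plus GAPDH/TPI/NAD/arsenate coupling and diaphorase/resazurin added. Fluorescence read after 20 min at RT, 525/598 nm.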
HCV inh – qHTS Assay for Inhibitors of Hepatitis C Virus (HCV) | 340,000 compounds, 3.4% hits | Potency, µM (titrated, usually from 41.8 µM), for inactives: at the top dose activity change, negative = inhibition, actives largely listed as inhibitors | Huh7.5.1 HCVcc-Cre infection, luciferase reporter, 44 h | AID 651820, 2012; further: potency means the concentration at half of the fitted maximal effect
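Reporter virus HCVcc-Cre (~0.5 moi) infects cells exposed to compound; seeding density 1,000 cells/well with 4 h settling beforehand. Luminescence, 15 sec read, taken 44 h post-infection following a 15 min RT substrate incubation.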
Starred values were filed as active, the others as inactive; ? = inconclusive; . = not tested or not shown; [ ] = dose if it differs, or a comment. Unless noted, the call rests on the fitted dose curve; in most records, active means well fitted curve in the direction sought with a large enough effect; inconclusive means small, poorly fitted or top-dose-only effect, or another doubt; inactive means no such curve, though single readings can be large; an effect the other way counts as inactive or inconclusive. Unless noted, on the % scale 0 is the no-effect control and ±100 the full control effect.

Every second line gives: Sm TGR block | HCMV antiviral | AMA1 RON2 block | AmpC inh detg | FBPA Giardia inh | HCV inh
COc1ccccc1NC(=O)C1=C(C)Nc2c(C(=O)Nc3ccc(F)cc3)cnn2C1c1ccc(Cl)cc1 (configuration not stated)
    -1% | ? | . | -1% | . | .
COc1ccccc1C1CCN(Cc2ccccc2)CC1
    -18% | -16 | -8% | 0% | ? | -3%
CCOc1ccc(N2C(=O)c3ccc(C(=O)OCc4c(C)noc4C)cc3C2=O)cc1
    -7% | -19 | 1% | ? | 0% | -2%
COc1cccc(C(=O)NCCS(=O)(=O)NCc2ccco2)c1
    ? | -68* | 0% | 5% | . | -1%
COc1ccc(NC(C)=O)cc1NC(=O)CSc1nc2ncccc2[nH]1
    8% | -6 | 7% | -2% | -13% | 12%
COc1ccc2oc(C(=O)OCC(=O)NC(C)c3ccccc3)c(C)c2c1 (configuration not stated)
    -2% | 66 | -7% | -11% | . | ?
Oc1ccccc1-c1n[nH]c(-c2ccccc2O)n1
    . | -96* | 27% | . | . | ?
COc1ccc(-c2c(C)nn3c(-c4ccccc4)cc(C)nc23)cc1OC
    -6% | -17 | . | -3% | . | .
CCn1cc(Cl)c(C(=O)N2N=C(c3ccc4ccccc4c3)CC2c2ccccc2O)n1 (configuration not stated)
    0% | 2 | ? | -4% | -4% | ?
Cc1nc(N2CCCC2)ncc1C(=O)NCc1ccccc1Cl
    ? | -2 | . | 6% | . | .
Fc1ccc2nc(C3CCCCN3Cc3nc(CC4CC4)no3)[nH]c2c1 (configuration not stated)
    9% | 4 | 9% | 8% | -22% | 4%
CCN(C(=O)COC(=O)C1CCN(S(=O)(=O)c2cccs2)CC1)c1ccccc1
    -5% | -31 | 6% | -1% | 8% | 3%
CC(=O)c1cccc(S(=O)(=O)NCCCN2CCOCC2)c1
    -18% | -5 | -5% | -15% | . | 1%
CCCNC(=O)CN1CCN(S(=O)(=O)c2ccc(Br)s2)CC1
    ? | 0 | 0% | 5% | . | -7%
CC1=NNC(=O)C1CCC(=O)N/N=C/c1ccc(C)cc1 (configuration not stated)
    -6% | 1 | -6% | 4% | 15% | 6%
c1ccc(-c2ccncc2)cc1
    . | -22 | 3% | . | . | -5%
COC(=O)c1ccc(CN2CCc3ccc(NC(=O)c4ccncc4)cc3C2)cc1
    -24% | ? | -2% | 6% | . | 8.9µM*
CCOc1cc(/C=N/Nc2nnc(C)n2N)ccc1OC(C)=O
    -5% | -28 | 33%[activator] | -7% | 16µM* | -4%
CCC(C)NC(=O)CSc1nc2cc3c(cc2c(=O)n1CCCC(=O)NCCc1ccc(OC)c(OC)c1)OCO3 (configuration not stated)
    1% | 1 | . | -7% | . | .
CC1Cc2cc(S(=O)(=O)CCC(=O)NCc3ccco3)ccc2N1C(=O)C1CC1 (configuration not stated)
    40µM* | -20 | 3% | -16% | 0% | -14%
CC(=O)c1cccc(NS(=O)(=O)N(C)C)c1
    -5% | -18 | -5% | -6% | -2% | 9%
CC(C)c1ccc(OCC(=O)NN2C(=O)c3ccccc3C2=O)c(Br)c1
    1% | -9 | 134%[activator] | ? | 9% | 7%
Cc1cccc(NC(=O)COC(=O)c2ccc(S(=O)(=O)N3CCCC3)cc2)c1
    -1% | 12 | 3% | ? | . | 3%
O=c1[nH]c(=S)[nH]c2sc3c(c12)CCCCCC3
    0% | -8 | 36%[activator] | -11% | 22% | 29%
COc1cc2[nH]c(=S)n(Cc3ccccc3)c(=O)c2cc1OC
    -7% | -9 | 90%[activator] | 0% | 1% | ?
CC[C@H]1CCCCc2ccccc2[C@@H](C(=O)C[C@@H](O)CC(C)=O)OC1=O
    . | -21 | 7% | . | . | -18%[8.37 µM]
O=C(COC(=O)/C=C/c1ccc(C(F)(F)F)cc1)NCCC1=CCCCC1
    -6% | 7 | 15% | ? | -3% | 16%
CN(C)Cc1c(-c2ccc(Cl)cc2)nc2ccc(Cl)cn12
    -1% | 28 | -26% | 3% | -6% | ?
Cc1ccc2[nH]c(CSc3nnc(NC(=O)COc4ccc(F)cc4)s3)cc(=O)c2c1
    0% | -22 | . | 5% | . | .
CCOC(=O)C1CCCN(C(=O)Cn2ncc3c(C)n(Cc4ccc(Cl)cc4)c(C)c3c2=O)C1 (configuration not stated)
    -1% | -9 | . | 1% | . | .

4 of these compounds, reformatted:
> CC(=O)c1cccc(NS(=O)(=O)N(C)C)c1
  Sm TGR block = -5%; HCMV antiviral = -18; AMA1 RON2 block = -5%; AmpC inh detg = -6%; FBPA Giardia inh = -2%; HCV inh = 9%

> CC[C@H]1CCCCc2ccccc2[C@@H](C(=O)C[C@@H](O)CC(C)=O)OC1=O
  Sm TGR block = .; HCMV antiviral = -21; AMA1 RON2 block = 7%; AmpC inh detg = .; FBPA Giardia inh = .; HCV inh = -18%[8.37 µM]

> COC(=O)c1ccc(CN2CCc3ccc(NC(=O)c4ccncc4)cc3C2)cc1
  Sm TGR block = -24%; HCMV antiviral = ?; AMA1 RON2 block = -2%; AmpC inh detg = 6%; FBPA Giardia inh = .; HCV inh = 8.9µM*

> Cc1ccc2[nH]c(CSc3nnc(NC(=O)COc4ccc(F)cc4)s3)cc(=O)c2c1
  Sm TGR block = 0%; HCMV antiviral = -22; AMA1 RON2 block = .; AmpC inh detg = 5%; FBPA Giardia inh = .; HCV inh = .

Next section.
Every second line gives: Sm TGR block | HCMV antiviral | AMA1 RON2 block | AmpC inh detg | FBPA Giardia inh | HCV inh
COc1ccc(C(=O)CSc2nnc(CNc3nc(-c4ccccc4)cs3)n2C)cc1
    8% | -10 | -5% | -14% | -10% | -13%
O=C(N/N=C/c1ccncc1)c1nc2ccccc2c(=O)[nH]1
    0% | 11 | 91%[activator] | -3% | 11µM* | 18%
Cc1cc(C)cc(NC(=O)NCCn2nnc3cc(S(=O)(=O)N(C)C)ccc32)c1
    -15% | -13 | . | -1% | . | .
COc1ccc2nc(N/C(N)=N/S(C)(=O)=O)nc(C)c2c1
    23% | 22 | 9% | -3% | 2% | 2%
CC(=O)c1cccc(N(C(=O)CNC(=O)c2ccco2)C(C(=O)NCC2CCCO2)c2ccccc2)c1 (configuration not stated)
    -1% | -32 | 9% | -10% | 12% | 15%
O=C(/C=C/c1c(Cl)cccc1Cl)NCCCn1ccnc1
    . | -13 | -8% | . | . | -15%
OCC[C@H]1C[C@H](O)[C@@H](O)[C@]2(CCCCO2)O1
    . | 1 | 6% | . | . | 17%
COc1ccc(NC(=O)CC#N)cc1OC
    -26% | -18 | 15% | ? | . | 1%
CC(C)(NO)/C(=N/O)c1cccs1
    -4% | 58 | 2% | ? | -23% | 12%
COc1ccc(-n2nc(C(=O)NCC(=O)NCCN(C)C)c3ccccc3c2=O)cc1
    1% | 22 | 3% | -9% | 12% | 3%
CCOC(=O)N1CCN(CC(O)COc2ccc(CC)cc2)CC1 (configuration not stated)
    4% | 26 | -9% | -1% | -11% | 19%
O=S(=O)(Nc1cccc(C(F)(F)F)c1)c1cccnc1
    -4% | 6 | -7% | -2% | 6% | 9%
CCC1C(=O)N=C(SCC(=O)NC2CCCCC2)NC1=O (configuration not stated)
    . | -19 | 0% | -2% | 1% | 2%
N#CCC(=O)Nc1ccc(C(=O)NCCC(c2ccccc2)c2ccccc2)cc1
    -4% | -14 | 5% | -3% | -1% | 10%
COc1ccc(NC(=O)C(=O)NNC(=O)c2ccc(Cl)cc2Cl)cc1
    5% | -2 | 95%[activator] | -3% | . | 8%

A section from the list above, as a working copy:
Every second line gives: Sm TGR block | HCMV antiviral | AMA1 RON2 block | AmpC inh detg | FBPA Giardia inh | HCV inh
CCOc1cc(/C=N/Nc2nnc(C)n2N)ccc1OC(C)=O
    -5% | -28 | 33%[activator] | -7% | 16µM* | -4%
CCC(C)NC(=O)CSc1nc2cc3c(cc2c(=O)n1CCCC(=O)NCCc1ccc(OC)c(OC)c1)OCO3 (configuration not stated)
    1% | 1 | . | -7% | . | .
CC1Cc2cc(S(=O)(=O)CCC(=O)NCc3ccco3)ccc2N1C(=O)C1CC1 (configuration not stated)
    40µM* | -20 | 3% | -16% | 0% | -14%
CC(=O)c1cccc(NS(=O)(=O)N(C)C)c1
    -5% | -18 | -5% | -6% | -2% | 9%
CC(C)c1ccc(OCC(=O)NN2C(=O)c3ccccc3C2=O)c(Br)c1
    1% | -9 | 134%[activator] | ? | 9% | 7%
Cc1cccc(NC(=O)COC(=O)c2ccc(S(=O)(=O)N3CCCC3)cc2)c1
    -1% | 12 | 3% | ? | . | 3%
O=c1[nH]c(=S)[nH]c2sc3c(c12)CCCCCC3
    0% | -8 | 36%[activator] | -11% | 22% | 29%

Continued.
Every second line gives: Sm TGR block | HCMV antiviral | AMA1 RON2 block | AmpC inh detg | FBPA Giardia inh | HCV inh
COc1ccc(C2=NC(C)(C)N(CC(=O)Nc3cccc(C)c3)C2=O)cc1
    10% | -11 | . | 16% | . | .
COc1ccccc1CNC(=O)CNC(=O)c1sc2ccccc2c1Cl
    2% | -14 | 5% | 7% | 0% | -11%
OCCN1CCN(c2ncnc3c2c(-c2ccccc2)cn3-c2ccc(Br)cc2)CC1
    18% | -6 | -5% | 5% | 3% | ?
COc1cccc(C(=O)N/N=C(\C)c2ccc(NC(=O)Cc3ccccc3)cc2)c1OC
    -6% | 111 | 1% | -3% | 6% | -16%
Cc1cccc(C(=O)N[C@H](C(=O)Nc2nc(C)cs2)C(C)C)c1
    4% | 47 | -1%[11.6 µM] | 0% | 2% | -4%
CCCCCCNc1nc(Cl)nc(NC(C)(C)CO)n1
    16% | 19 | -8% | 7% | 3% | -3%
CC(=O)c1cccc(NC(=S)NC2CC2)c1
    40µM* | -36 | 9%[11.6 µM] | -8% | -10% | -13%
O=C(O)C1CC=CCC1C(=O)NNS(=O)(=O)c1ccccc1 (configuration not stated)
    0% | -10 | -5% | -12% | 0% | -6%
CCC(=O)N1CCc2cc(S(=O)(=O)NC(Cc3ccccc3)C(=O)Nc3ccc(C)cc3)ccc21 (configuration not stated)
    1% | -8 | . | -2% | . | .
COc1cc(OC)nc(Oc2cc(/C=N/O)ccc2OC)n1
    7% | 30 | 3% | 0% | 13% | -8%
O=C(CSc1nnc(-c2ccccc2)c(-c2ccccc2)n1)NC1CCCC1
    -2% | 0 | . | ? | . | .
